# Source: PubChem
# BoNT-F LC inh: inhibitors of Botulinum neurotoxin F light chain protease; inhibition, % at 10 µM; Multiplex microsphere protease cleavage assay, flow cytometry; hit rate 0.22% among 360,000; AID 588497; in the data active = inhibition above about 35%, passing the limit was not always enough; inconclusive = no clear call, values can overlap the other calls; also: plate controls were buffer without enzyme for full effect and enzyme alone for no effect
# Rv3671c inh: inhibitors of M. tuberculosis serine protease Rv3671c | P9WHR9 | inhibition, % at 5.96 µM | hit rate 0.048% among 320,000 | AID 2606; in the data active = inhibition above about 38%;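 also: extracellular domain of Rv3671c used as enzyme; 0% = enzyme with DMSO and 100% = no enzyme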
# Target sequence (P9WHR9 whole entry, looked up, the tested form may be a part): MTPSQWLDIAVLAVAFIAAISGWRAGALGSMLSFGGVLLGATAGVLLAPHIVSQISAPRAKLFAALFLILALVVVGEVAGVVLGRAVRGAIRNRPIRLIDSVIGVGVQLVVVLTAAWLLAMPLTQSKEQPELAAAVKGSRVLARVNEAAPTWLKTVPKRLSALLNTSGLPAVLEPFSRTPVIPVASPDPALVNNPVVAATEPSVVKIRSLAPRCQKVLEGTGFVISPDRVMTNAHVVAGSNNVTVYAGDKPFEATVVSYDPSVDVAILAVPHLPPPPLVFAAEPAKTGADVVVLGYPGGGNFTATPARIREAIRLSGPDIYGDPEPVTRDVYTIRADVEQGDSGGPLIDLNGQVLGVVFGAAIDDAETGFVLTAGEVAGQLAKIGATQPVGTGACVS
# GDH-TPI counter: inhibits GDH-TPI coupling enzymes, artifact for Mtb FBA screen; inhibition, % at 4.8 µM; GDH-TPI coupled enzyme counterscreen, NADH absorbance; hit rate 1.2% among 360,000; AID 588335; in the data active = inhibition above about 30%;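 also: 0% = DMSO wells and 100% = wells lacking the enzyme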
# Mtb BioA inh: BioA (M. tuberculosis) enzyme inhibition. purified M. tuberculosis BioA enzyme, plate reader. inhibition, % at 9.99 µM. hit rate 0.096% among 360,000. AID 602481; in the data active = inhibition above about 40%; inconclusive = no clear call, values can overlap the other calls
# FadD28 binding: M. tuberculosis FadD28 bisubstrate binding inhibition; hit rate 0.22% among 360,000; FadD28 bisubstrate probe binding, fluorescence polarization; AID 588549; inhibition, % at 12.5 µM; in the data active = inhibition above about 8.5%, passing the limit was not always enough; inconclusive = no clear call, values can overlap the other calls
# Mtb UGM inh: Mtb UDP-galactopyranose mutase inhibition; inhibition, % at 10 µM; purified UGM, fluorescence polarization probe displacement; hit rate 0.06% among 320,000; P9WIQ1; in the data active = inhibition above about 10%, passing the limit was not always enough; inconclusive = no clear call, values can overlap the other calls
# FBA Mtb inh: Mtb fructose-bisphosphate aldolase inhibition; P9WQA3; inhibition, % at 1 µM; purified M. tuberculosis FBA, fluorescence read-out; AID 588726; hit rate 2.3% among 360,000; in the data active = inhibition above about 27%;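 also: 0% = vehicle and 100% = reference inhibitor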
# Target sequence (P9WQA3 whole entry, looked up): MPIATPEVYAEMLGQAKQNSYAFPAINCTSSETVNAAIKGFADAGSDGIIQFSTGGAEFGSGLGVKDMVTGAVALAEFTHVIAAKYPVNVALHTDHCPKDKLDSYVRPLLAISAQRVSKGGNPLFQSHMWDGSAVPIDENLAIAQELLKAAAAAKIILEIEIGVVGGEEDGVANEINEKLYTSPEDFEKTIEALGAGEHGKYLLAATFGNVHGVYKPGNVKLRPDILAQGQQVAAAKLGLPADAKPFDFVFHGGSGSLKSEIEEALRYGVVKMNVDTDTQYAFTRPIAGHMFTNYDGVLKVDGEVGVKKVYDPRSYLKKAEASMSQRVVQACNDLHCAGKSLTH
# MazEF act: increases E. coli MazEF RNase cleavage of RNA. hit rate 0.32% among 350,000. activation, % at 20 µM. FAM/BHQ RNA-DNA oligo cleavage fluorescence, 5 h. P0AE70; in the data active = activation above about 50%
# Target sequence (P0AE70 whole entry, looked up): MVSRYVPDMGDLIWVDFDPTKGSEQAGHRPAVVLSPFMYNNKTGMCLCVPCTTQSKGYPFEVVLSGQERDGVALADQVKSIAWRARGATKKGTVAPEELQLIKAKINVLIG
# PrPC TRFRET: reduces human prion protein on the cell surface; P04156; cell surface PrPC, TR-FRET read-out; inhibition, % at 13.8 µM; hit rate 0.43% among 370,000; in the data active = inhibition above about 24%; also: 0% = median of the test wells and 100% = reference compound wells
# The depositor's hits bear a star; ? = inconclusive; nt = not tested or not shown; + = active, no number.
1	CCN(c1ccccc1)S(=O)(=O)c1ccc(C(=O)N2CCOCC2)cc1
2	O=C(Nc1ccc(C(=O)Nc2ccccc2Cl)cc1)c1cccnc1
3	NC1=NC[C@H](Cc2ccc(O)cc2)N1CCC12CC3CC(CC(C3)C1)C2
4	O=C1C(=O)N(Cc2cccc([N+](=O)[O-])c2)c2ccccc21
5	Cc1ccc([C@H]2C[C@@H](O)[C@H](n3cc(-c4ccc(F)cc4)nn3)CN2C(=O)C2CCCCC2)cc1
6	CCc1noc(C)c1C(=O)OCC(=O)NCCc1ccc(OC)cc1
7	Cc1onc(-c2c(F)cccc2Cl)c1C(=O)Nc1nnc(C(F)(F)F)s1
8	CCOC(=O)C1(c2ccccc2)CCN(CCC(C#N)(c2ccccc2)c2ccccc2)CC1
9	Cc1ccc(C)c(NC(=S)N(Cc2ccc(Cl)cc2)Cc2ccc(C(=O)O)cc2)c1
10	COc1ccccc1CNC(=O)C1CCCN(S(=O)(=O)c2c(C)[nH]c(=O)[nH]c2=O)C1 (stereo not given)

Compound	1	2	3	4	5	6	7	8	9	10
BoNT-F LC inh	-6	-12	-24	1	-2	-3	-8	1	-1	?
Rv3671c inh	3	nt	0	-9	nt	nt	2	0	2	5
GDH-TPI counter	-10	0	-8	0	6	2	-6	15	2	5
Mtb BioA inh	-0.8	0.6	2.4	nt	1.0	0.7	2.0	-0.9	3.3	0.9
FadD28 binding	-3.1	-0.7	-6.5	-2.4	-0.7	-1.5	-2.9	-1.5	-3.5	-0.1
Mtb UGM inh	-0.5	-0.1	1.9	-1.1	nt	nt	-0.2	-0.6	0.4	0.0
FBA Mtb inh	-2	0	2	-1	2	0	3	3	0	65*
MazEF act	2	-1	15	10	7	4	-17	-5	4	-1
PrPC TRFRET	5	1	11	-10	8	6	62*	5	-7	-8

# Down the list, from the results shown:
# Rv3671c inh, nos. 1 to 9: 3, nt, 0, -9, nt, nt, 2, 0, 2

# Later entries:
11	O=c1c([N+](=O)[O-])cn(Cc2ccccc2)c(=O)n1Cc1ccccc1
12	CC(C)c1ccc(NC(=O)N2CCc3ccccc3C2)cc1
13	COc1ccccc1/C=C/C(=O)N1CCCC1
14	CC1CN(C(=O)c2ccccc2)c2ccccc2NC1=O (stereo not given)
15	FC(F)(F)c1cc(CCN2CCNC[C@@H]2c2ccccc2)cc(C(F)(F)F)c1
16	O=C(Nc1cccc(Cl)c1)Nc1nc(-c2ccc(Cl)cc2)cs1
17	CC(NC(=O)CSc1ccccc1C(=O)O)C1CC2CCC1C2 (stereo not given)
18	O=C(CCN1C(=O)c2ccccc2S1(=O)=O)Nc1ccc2c(c1)OCCO2
19	COc1cccc(OCCOc2c(OC)cccc2OC)c1
20	Cc1c(CCN)ccc2c1[nH]c1ccccc12

Compound	11	12	13	14	15	16	17	18	19	20
BoNT-F LC inh	-4	-2	4	0	-28	4	1	-15	37*	-25
Rv3671c inh	nt	-3	6	-1	7	-25	5	-7	5	-2
GDH-TPI counter	14	5	2	-9	-9	21	6	3	17	1
Mtb BioA inh	0.8	nt	nt	-1.4	-1.3	nt	nt	-2.3	-0.7	4.6
FadD28 binding	-2.7	-0.8	-4.6	-4.4	-12	-1.7	-2.2	-0.3	-2.7	-0.5
Mtb UGM inh	nt	0.6	-0.9	-0.6	-5.3	-1.4	-5.4	-0.7	-0.6	-0.9
FBA Mtb inh	-4	-1	3	2	-1	0	3	-1	-2	23
MazEF act	-1	7	3	2	15	-41	5	-3	-5	8
PrPC TRFRET	10	-2	-3	2	-8	8	5	-7	-9	-1

21	CCCn1nc(C(=O)Nc2ccc(-n3cnnn3)cc2)c2ccccc2c1=O
22	S=C1NCc2cncnc2N1
23	COC(=O)c1cc(C)c(C)cc1NC1OC(CO)C(O)C1O (stereo not given)
24	Oc1ccc(N=Nc2ccc(Br)cc2)c(O)c1
25	COc1ccccc1N(CC(O)Cn1nc(C)cc1C)S(=O)(=O)c1ccccc1 (stereo not given)
26	COc1ccc(CCNC2CCc3ccccc3C2)cc1 (stereo not given)
27	NS(=O)(=O)c1ccc(N2N=C(c3ccc(Br)cc3)CC2c2ccc(F)cc2)cc1 (stereo not given)
28	COc1nccnc1NS(=O)(=O)c1ccc(NC(=S)NC(=O)c2ccc(F)cc2)cc1
29	Cc1cccn2c(=O)c3cc(C(=O)NC4CCCC4)c(=N)n(C4CCCC4)c3nc12
30	COc1cc2c(cc1OC)CN(C(=O)CN1C(=O)NC3(CCC(C)CC3)C1=O)CC2 (stereo not given)

Compound	21	22	23	24	25	26	27	28	29	30
BoNT-F LC inh	3	8	3	-11	-3	nt	0	-22	11	-2
Rv3671c inh	nt	nt	nt	-5	4	3	10	-2	-4	6
GDH-TPI counter	8	nt	18	-11	-4	5	28	19	2	8
Mtb BioA inh	-2.2	nt	nt	-1.4	nt	3.2	-1.7	-1.2	-0.9	0.3
FadD28 binding	0.0	0.3	-2.6	-1.1	-5.1	-0.9	1.6	-0.6	-5.4	-1.8
Mtb UGM inh	nt	nt	nt	2.4	-1.2	-2.4	1.0	-0.9	3.4	-0.9
FBA Mtb inh	5	4	21	-7	-2	3	+	0	+	7
MazEF act	-18	nt	11	-7	3	6	-3	1	0	8
PrPC TRFRET	-7	-6	-5	-6	3	0	1	-4	-9	-5

# Quoted from above: nos. 3–6
3	NC1=NC[C@H](Cc2ccc(O)cc2)N1CCC12CC3CC(CC(C3)C1)C2
4	O=C1C(=O)N(Cc2cccc([N+](=O)[O-])c2)c2ccccc21
5	Cc1ccc([C@H]2C[C@@H](O)[C@H](n3cc(-c4ccc(F)cc4)nn3)CN2C(=O)C2CCCCC2)cc1
6	CCc1noc(C)c1C(=O)OCC(=O)NCCc1ccc(OC)cc1

Compound	3	4	5	6
BoNT-F LC inh	-24	1	-2	-3
Rv3671c inh	0	-9	nt	nt
GDH-TPI counter	-8	0	6	2
Mtb BioA inh	2.4	nt	1.0	0.7
FadD28 binding	-6.5	-2.4	-0.7	-1.5
Mtb UGM inh	1.9	-1.1	nt	nt
FBA Mtb inh	2	-1	2	0
MazEF act	15	10	7	4
PrPC TRFRET	11	-10	8	6

# The listing continues:
31	COc1ccc(CNc2nc(C)cc(C)c2C#N)cc1
32	CCCOP(=O)(OCCC)C(Nc1ccc(C(=O)O)cc1)c1ccccc1 (stereo not given)
33	CCSc1nnc(NC(=O)c2cccnc2Cl)s1
34	O=C(NC(=S)Nc1cccnc1)c1ccccc1
35	O=C(Cn1cc([N+](=O)[O-])nc1[N+](=O)[O-])N1CCN(c2ccccc2)CC1
36	N#Cc1ccc(C(=O)Nc2cc(-c3ccc(F)cc3)nn2-c2ccccc2)cc1
37	C=CCN=C1N[C@@H](c2ccccc2)C(C(=O)OC)=C(C)N1CC
38	Cn1c(=O)[nH]c(=O)c2c1nc(SCCO)n2CC(O)COc1ccccc1 (stereo not given)
39	CC(=O)Nc1ccc(NC(=O)C(C)OC(=O)CCN=C2NS(=O)(=O)c3ccccc32)cc1 (stereo not given)
40	COc1ccccc1OCC(=O)Nc1ccc2c(c1)OCCO2

Compound	31	32	33	34	35	36	37	38	39	40
BoNT-F LC inh	nt	3	10	2	5	-4	-5	-6	8	5
Rv3671c inh	-4	0	-3	-7	0	-8	-10	-1	-5	8
GDH-TPI counter	19	-4	15	4	-7	-3	6	2	2	9
Mtb BioA inh	-1.6	nt	nt	-2.3	nt	-0.8	-0.9	nt	0.3	nt
FadD28 binding	-2.9	-1.5	0.4	1.3	-2.8	0.8	-2.5	-1.9	0.3	nt
Mtb UGM inh	-0.7	-2.4	1.0	?	0.3	0.2	-0.3	0.7	3.6	-1.2
FBA Mtb inh	29*	18	0	1	-2	-4	-1	3	0	1
MazEF act	-2	-19	4	1	0	4	-2	-6	3	-16
PrPC TRFRET	0	3	-2	4	-7	0	nt	0	-6	7

# A few values from the list.
# no. 12 @ BoNT-F LC inh = -2
# no. 20 @ FadD28 binding = -0.5
# no. 39 @ PrPC TRFRET = -6
# no. 11 @ Mtb BioA inh = 0.8
# no. 38 @ FadD28 binding = -1.9

# The list continues:
41	CCOc1ccc(NC2C=CS(=O)(=O)C2)cc1 (stereo not given)
42	Cc1ccc(NC(=O)CCC(=O)NNC(=O)COc2ccccc2)c(C)c1
43	COc1cc(OC)cc(-c2n[nH]c(=S)n2-c2ccc3c(c2)OCCO3)c1
44	Cc1cccc(OCC(=O)NNC(=O)c2cccs2)c1
45	CCc1cccc(NC(=O)C2CCCN2S(=O)(=O)c2ccccc2C(F)(F)F)c1 (stereo not given)
46	Cc1cc(OCC(O)CN(C)C(=O)C(C)Oc2ccccc2)ccc1Cl (stereo not given)
47	CCCNc1c(NC(=O)c2ccc3c(c2)OCO3)c(=O)oc2ccccc12
48	O=C(O)c1cccc2c1NC(c1cccc([N+](=O)[O-])c1)C1CC(Sc3ccccc3[N+](=O)[O-])C(Cl)C21 (stereo not given)
49	O=C1CN(S(=O)(=O)c2ccccc2)CCN1
50	CSCCC1NC(=O)N(CC(=O)Nc2ccc3c(c2)OCCO3)C1=O (stereo not given)

Compound	41	42	43	44	45	46	47	48	49	50
BoNT-F LC inh	3	-2	-6	-3	22	-12	1	?	-6	-5
Rv3671c inh	-5	-15	-3	-7	nt	-3	3	nt	-2	6
GDH-TPI counter	18	3	2	-2	1	-4	4	3	-5	11
Mtb BioA inh	0.4	nt	nt	nt	0.2	1.0	-0.5	nt	nt	-1.3
FadD28 binding	-0.7	-1.0	-1.1	-0.2	-8.9	-2.3	-0.4	?	-2.0	-1.8
Mtb UGM inh	0.3	-0.9	-0.2	-1.1	nt	2.0	0.2	nt	1.3	0.5
FBA Mtb inh	-3	3	8	-1	0	1	1	-2	3	2
MazEF act	5	13	4	-3	0	-1	1	-11	-3	-4
PrPC TRFRET	-1	2	-12	5	-3	16	7	3	6	-1

51	CCOC(=O)c1c(C)[nH]c(C(=O)COC(=O)c2ccc(F)c(S(=O)(=O)N3CCOCC3)c2)c1C
52	O=C(NCc1ccncc1)C1CCN(C(=O)c2cccc(Cl)c2)CC1
53	Nc1ccccc1Nc1cc(-c2cccc(Cl)c2)nn1-c1ccccc1
54	CC1CCC(=C(C#N)C(=O)Nc2cccc(Cl)c2)CC1 (stereo not given)
55	Cc1occc1C(=O)NNC(=O)CN1C(=O)NC(C)(c2ccccc2)C1=O (stereo not given)
56	Cc1cc(/C=C/C(=O)O)c(C)n1-c1ccc(Cl)cc1
57	CCCN(CC1CCCO1)C(=O)CCc1nnc(CCc2ccc(OC)cc2)o1 (stereo not given)
58	CC1(C(=O)Nc2ccc3c(c2)OCO3)CCN1C(=O)Cc1cccs1 (stereo not given)
59	COc1ccc(C2=NN(CC(=O)NCC(OC)OC)C(=O)CC2)cc1
60	O=C(Nc1nccs1)C1CC(=O)N(c2ccc(F)cc2)C1 (stereo not given)
61	CC(C)CC(=O)Nc1ccc(-c2nc3ccccc3c(=O)o2)cc1
62	O=c1[nH]cc(C(F)(F)F)cc1NS(=O)(=O)c1ccccc1[N+](=O)[O-]
63	COC(=O)c1c(C)[nH]c(C(=O)OCC(=O)N(CC(C)C)c2c(N)n(Cc3ccccc3)c(=O)[nH]c2=O)c1C

Compound	51	52	53	54	55	56	57	58	59	60	61	62	63
BoNT-F LC inh	-14	3	-14	-6	20	2	5	5	1	2	-3	-2	8
Rv3671c inh	1	11	5	-11	5	3	4	nt	3	8	-7	-1	-2
GDH-TPI counter	5	-7	1	4	4	3	-1	-1	-1	2	7	5	10
Mtb BioA inh	-0.3	3.8	nt	-1.3	0.2	nt	-0.7	0.4	-0.1	nt	nt	nt	3.0
FadD28 binding	-2.6	-1.2	-2.6	-7.6	-0.7	2.8	0.1	-1.3	0.5	-0.9	-6.5	-2.5	0.0
Mtb UGM inh	-1.5	1.0	0.3	-2.5	0.6	1.4	-1.2	nt	-1.5	0.0	2.6	-7.0	nt
FBA Mtb inh	-4	0	-2	0	0	0	-2	1	1	0	1	3	3
MazEF act	-12	16	1	2	2	4	-1	nt	5	-8	-4	0	-6
PrPC TRFRET	1	-3	-2	6	-2	2	-7	6	-1	-7	13	3	-5
